Assay outcomes (PubChem BioAssay)
A549 tox: Nrf2 qHTS screen for inhibitors: counterscreen for cytotoxicity. A549 ARE-Fluc cells, CellTiter-Fluor viability, 18-24 h. 390,000 compounds, 0.16% hits. Potency, µM (highest dose often 46 µM), for the others: at the highest dose activity change, negative = cytotoxicity, usual class: inhibitors. AID 504648, 2011; also: potency is read from the fitted curve at half-maximal effect; % is scaled to controls: 0 for no effect and ±100 for the full control effect
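A549 ARE_Fluc cells in 5% FBS OPTI-MEM were exposed to compounds in concentration-response for 18-24 h at 37 deg C. Viability was read by CellTiter-Fluor fluorescence (Ex 405/Em 525) after 30 min, before the luciferase read.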
HepG2 tox: qHTS for Inhibitors of TGF-b: Cytotox Counterscreen; 410,000 compounds, 0.76% hits; Potency, µM (highest dose often 46.1 µM), for the others: at the highest dose activity change, negative = cytotoxicity, most hits filed as cytotoxic; HepG2 CAGA-GFP viability, ATP luminescence, 18 h; also: potency is read from the fitted curve at half-maximal effect; some results filed as inactive show a strong effect at the top dose
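CellTiter-Glo luminescence gave cytotoxicity after 18 hours at 37 degrees C. The cells were HepG2 CAGA-GFP in 1% FBS DMEM, stimulated with 500 pg/mL TGF-beta after compound addition. %Activity was normalised to no-cell wells (complete cell-killing) and DMSO (no toxicity), and curves were fitted and classified.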
Nrf2 block: Nrf2 qHTS screen for inhibitors; 360,000 compounds, 2.1% hits; A549 ARE-Fluc reporter, luciferase luminescence, 18-24 h; Potency, µM (titrated, usually from 46 µM), without a hit: at the top dose activity change, negative = inhibition, most hits filed as inhibitors; also: potency is read from the fitted curve at half-maximal effect; % is scaled to controls: 0 for no effect and ±100 for the full control effect; nearly all actives have a fitted effect of over 60% in size
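Concentration-response testing used A549 ARE_Fluc cells at 5000 cells/well. Following an 18-24 h compound incubation, viability was read by fluorescence (Ex 405/Em 525) and luciferase output by luminescence.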
pAkt inh: HTS Assay for Inhibitors of Akt Phophorylation: Primary Screen; Neuro2A IGF-stimulated pAkt S473 HTRF, 20 min; active compounds read low; activity change, % for hits at 50 µM; 360,000 compounds, 0.32% hits; in the data active = activity change below about -80%; inconclusive = mostly about -51% to -80%; also: % is scaled to controls: 0 for no effect and ±100 for the full control effect
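Single-point screen (50 µM final compound) in Neuro2A cells stimulated 20 min with 6 nM IGF at 37 deg C. After lysis, Ser473-phosphorylated Akt read by HTRF (ex 330 nm, em 615/665 nm) as the 665/615 ratio.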
CCT chaperon mod: High-Throughput Screening for Modulators of Cytosolic Chaperonin Activity; AID 651819, 2012; activity change, % (no concentration beside the values), hits read low; 360,000 compounds, 0.3% hits; purified chaperonin ATPase assay, HTRF ADP detection, 30 min; in the data active = activity change below about -30%; also: % is scaled to controls: 0 for no effect and ±100 for the full control effect
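First, chaperonin was dispensed at 40 nM or 20 nM final depending on batch activity. Next, compounds were pinned at 76 uM and ATP added at 10 uM. After 30 min at 37 °C, ADP detection reagents ran 30 min at ambient temperature.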
TGFb SMAD3 inh: qHTS for Inhibitors of TGF-b; HepG2 CAGA-GFP TGF-b/SMAD3 reporter, GFP fluorescence, 18 h; TGF-beta stimulated, 500 pg/mL final; Potency, µM (doses to about 46.1 µM), inactives show at the top dose activity, negative = inhibition, hits mostly inhibitors; 410,000 compounds, 1.2% hits; AID 588855, 2011; also: potency is read from the fitted curve at half-maximal effect; % is scaled to controls: 0 for no effect and ±100 for the full control effect; nearly all actives have a fitted effect of over 65% in size
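Per well, imaged GFP fluorescence of HEPG2 CAGA-GFP cells gives the signal; cells get compound, then TGF-beta (500 pg/mL final), 18 h at 37 degrees C; %Activity versus -TGF-beta and +DMSO controls.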
ATXN viability: Viability Counterscreen for Primary qHTS for Inhibitors of ATXN expression; 400,000 compounds, 0.49% hits; AID 651635, 2014; S2 cells (HEK-293 line with an ATXN2-luciferase reporter) viability, CellTiter-Fluor protease fluorescence, 24 h; Potency, µM (highest dose often 56.7 µM), hits mostly cytotoxic; also: potency is read from the fitted curve at half-maximal effect; nearly all actives have a fitted effect of over 40% in size
Nrf2 ARE act: qHTS of Nrf2 Activators. AREc32 ARE-luciferase reporter (MCF7-derived line), luminescence, 24 h. Potency, µM (highest dose often 46.1 µM), without a hit: top-dose activation, hits mostly activators. 410,000 compounds, 0.31% hits; also: potency is read from the fitted curve at half-maximal effect; % of control where 0% means no effect; nearly all actives have a fitted effect of over 65% in size
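For detection, Steady-Glo was added and plates sat 30 min at RT; before that, AREc32_Fluc cells grown overnight in OPTI-MEM/5% FBS had been treated with 23 nL compound for 24 hr at 37 deg C.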
Mm-Cpn inhibitor: Inhibitors of TCP-1 ring complex (TRiC) of Methanococcus maripaludis (MmCpn): qHTS; Chaperonin Mm-Cpn (Methanococcus maripaludis); purified Mm-Cpn ATPase, ADP Transcreener TR-FRET; Potency, µM (series often up to 76.9 µM), for the others: at the top dose activity, negative = inhibition, hits mostly inhibitors; 330,000 compounds, 0.031% hits; also: potency is read from the fitted curve at half-maximal effect; % is scaled to controls: 0 for no effect and ±100 for the full control effect; nearly all actives have a fitted effect of over 80% in size
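ATPase turnover read by TR-FRET ADP competition (Eu cryptate antibody/ADP-d2, 665/590 nm): 10uM ATP final, 25nM Mm-CPN final, 30 min 37degC after 10-min compound preincubation, pH 7.4 Tris/KCl/MgCl2/DTT buffer.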
The depositor's hits bear a star; i = inactive; ? = inconclusive; . = not tested or not shown. Unless noted, calls follow the shape of the dose curve; as a rule, active = well fitted curve in the direction sought with a large enough effect; inconclusive = small, poorly fitted or top-dose-only effect, or another doubt; inactive = no such curve, though single readings can be large; an effect the other way counts as inactive or inconclusive. Hits appear at their usual frequency. Share with any hit: about 4.4%.

SMILES | pAkt inh | ATXN viability | TGFb SMAD3 inh | A549 tox | Nrf2 block | CCT chaperon mod | Nrf2 ARE act | Mm-Cpn inhibitor | HepG2 tox
COc1ccc(CNC(=O)COC(=O)Cc2ccsc2)cc1 | i | i | 1% | -4% | 6% | 1.6 | -0.5% | 0% | 19%
COc1ccc(N2CCN(C(=O)CN(c3cccc(Br)c3)S(C)(=O)=O)CC2)cc1 | i | i | -7% | 0% | 10% | -4.5 | -0.4% | -1% | -15%
O=C(Nc1ccc(N2CCOCC2)c(Cl)c1)c1ccc(-n2cnnc2)cc1 | i | i | -5% | -1% | 0% | -1.2 | 0.2% | 1% | 2%
CCOC(=O)c1c(C)[nH]c(C(=O)N/N=C/c2ccc(OC)c(OC)c2)c1C | i | i | 8% | -4% | 17% | 0.0 | -1.2% | 3% | -4%
CCCCn1c(N)c(N(CC)C(=O)c2ccc(-c3ccc(Cl)cc3)o2)c(=O)[nH]c1=O | i | i | -13% | 3% | 6% | -1.7 | 0.1% | -2% | -15%
O=C(O)/C=C/C(=O)Nc1ccc(-n2ccc(C(F)(F)F)n2)cc1 | i | i | -8% | 14% | 2% | -1.1 | -0.4% | -1% | -16%
O=C(NC1CCCC1)c1ccc(CS(=O)(=O)c2ccc(Cl)cc2)o1 | i | i | 2% | 0% | -13% | -4.5 | 0.0% | 1% | 16%
COc1ccc(/C=N/NC(=O)c2cccc(OC(F)(F)C(F)F)c2)cc1O | i | i | -13% | -1% | 7% | -1.2 | 1.7% | -1% | -44%
O=[N+]([O-])c1cc(Cl)cc(/C=N/NC(=S)Nc2ccc(S(=O)(=O)N3CCOCC3)cc2)c1O | i | ? | -18% | -5% | -12% | -0.7 | 5.1% | 1% | -8%
Cc1ccc(S(=O)(=O)Nc2ccc3c(c2)CCC3)cc1C | i | i | 6% | 2% | -12% | -3.2 | 0.0% | 1% | -1%
O=C(Nc1ccc([N+](=O)[O-])c(NC(=O)c2cccnc2)c1)c1cccnc1 | i | i | 18% | -5% | ? | 0.9 | -0.1% | . | -20%
COC(=O)c1ccc(NS(=O)(=O)c2ccc(-c3cc(C)no3)s2)cc1 | i | i | -8% | 1% | -18% | -1.0 | 0.3% | -3% | 17%
CCOC(=O)c1c(C)oc2nc(C)nc(NCCCN3CCN(c4cccc(C)c4)C(C)C3)c12 (configuration not stated) | . | i | 7% | 10% | -23% | . | 0.1% | . | -29%
Cn1cccc1CNC(=S)Nc1ccccc1Cl | i | i | -14% | 2% | 11% | -0.3 | -0.3% | -4% | -27%
COc1cccc(OCCn2cc(C=O)c3ccccc32)c1 | i | i | 3.5µM* | 3% | 6% | -1.2 | 1.9% | -1% | -31%
Cc1ccccc1OCCC(=O)OCC(=O)NC1CCCCC1 | i | i | 9% | 3% | 15% | -3.0 | 0.5% | 1% | 3%
N#C/C(=C\c1ccc(O)c(O)c1)C(=O)N1CCc2ccccc21 | i | i | -14% | -16% | 4% | 1.3 | 6.0% | 2% | -40%
COc1ccc(C(O)P(=O)(OCC(C)C)c2ccc(N(C)C)cc2)c(OC)c1 (configuration not stated) | i | i | -3% | 0% | -13% | -2.5 | -0.3% | -2% | -10%
Fc1ccc(CSc2nncn2NC/C=C/c2ccccc2)cc1 | i | i | 0% | 0% | -15% | 1.7 | 2.5% | -3% | 1%
Cc1cc(C(=O)Cn2nc(C(=O)O)c3ccccc3c2=O)c(C)n1C1CC1 | i | i | 16% | 2% | 1% | -2.1 | 0.3% | 0% | -38%
COc1ccc(S(=O)(=O)N2CCCCCC2)cc1NC(=O)Cc1ccc(OC)c(OC)c1 | i | ? | ? | -1% | -5% | -3.1 | 6.0% | -2% | 3%
O=C(O)c1csc(-n2nc(-c3ccccc3)cc2C(F)(F)F)n1 | i | i | -3% | 4% | -17% | 0.6 | -1.2% | -2% | -32%
COc1ccc(C)cc1NC(=O)C(OC(=O)CNC(=O)c1cc(C)cc(C)c1)c1ccccc1 (configuration not stated) | i | i | -3% | 3% | 4% | -1.2 | 2.8% | 1% | 1%
CSc1ccc(C(=O)N2CCC(CCC(=O)NC3CC3)CC2)cc1 | i | i | -4% | -4% | -8% | 0.6 | -0.3% | 2% | -5%
CCCCCOC(=O)c1ccccc1C(=O)O | i | i | 3% | -3% | 29% | 1.1 | -0.3% | 4% | -14%

2 compounds from above with just Nrf2 ARE act and A549 tox.
Compound | Nrf2 ARE act | A549 tox
O=C(NC1CCCC1)c1ccc(CS(=O)(=O)c2ccc(Cl)cc2)o1 | 0.0% | 0%
COc1ccc(/C=N/NC(=O)c2cccc(OC(F)(F)C(F)F)c2)cc1O | 1.7% | -1%

Other compounds.
SMILES | pAkt inh | ATXN viability | TGFb SMAD3 inh | A549 tox | Nrf2 block | CCT chaperon mod | Nrf2 ARE act | Mm-Cpn inhibitor | HepG2 tox
Cc1ccc(-c2nc3ncccc3o2)cc1NC(=O)CC(C)C | i | i | -2% | -13% | 2% | -0.4 | 0.3% | 0% | 16%
CCCCN(CC)Cc1ccc(CNC(=O)Nc2ccc(OC)cc2OC)o1 | i | i | 4% | 0% | 7% | -5.5 | -1.0% | 0% | -37%
CC12CCC(C(N)=O)(C1Br)C2(C)C (configuration not stated) | i | i | ? | -1% | 5% | 1.5 | -0.5% | 0% | 23%
CCC(=O)Nc1ccc(N2CCN(C(=O)c3cccs3)CC2)cc1 | i | i | 5% | 26% | 11% | -3.0 | 0.0% | 0% | -3%
O=C(Nc1ccc(C(=O)N2CCCC2)cc1)C1CCC1 | i | i | -21% | 0% | 5% | 2.6 | -0.7% | . | 9%
O=C(Nc1ccc(-n2cc(Br)cn2)cc1)c1ccncc1 | i | ? | -10% | -10% | 26µM* | 0.3 | 2.8% | 0% | -37%
COc1ccc(CC(=O)N2CCN(c3ccccn3)CC2)cc1 | i | i | 7% | 0% | -20% | -0.6 | 0.6% | 0% | -4%
Cc1ccc(N2CC(C(=O)N3CCC(C(=O)NCCCOC(C)C)CC3)CC2=O)cc1 (configuration not stated) | i | i | -14% | -2% | 3% | -2.5 | -0.3% | 0% | -32%
COC(=O)c1ccccc1NC(=O)COc1ccccc1 | i | i | -4% | -3% | ? | -2.2 | 9.8% | 1% | -3%
O=C(NCCc1ccc(F)cc1)C1CCCCC1 | i | i | -11% | 8% | 14% | -0.3 | 2.1% | -2% | -15%
COc1ccc(-c2nc(CNS(=O)(=O)c3ccc(OC)c(OC)c3)cs2)cc1 | i | i | 9% | -6% | 2% | 0.1 | 0.1% | -3% | -4%
CC1CN(S(=O)(=O)c2cccc(C(=O)Nc3ccc4c(c3)CCC4)c2)CC(C)O1 (configuration not stated) | i | i | -23% | -16% | 23µM* | 1.3 | 3.2% | 1% | 11%
COc1ccc(/C=C/C(=O)Nc2ccccc2C)cc1S(=O)(=O)N1CCOCC1 | i | ? | ? | -11% | ? | -3.4 | 5.8% | 2% | -22%
O=C(NC1CCCCC1)c1cccs1 | i | i | 10% | -8% | 12% | -2.2 | 0.5% | 1% | -11%
CCCN(CCO)Cc1ccc2ccccc2c1 | i | i | ? | 2% | -21% | 4.2 | 0.4% | -7% | -1%
CCc1nc2c(OCc3ccc(Cl)cc3Cl)cccn2c1N(C)C(=O)C(C)C | i | 22µM* | 13µM* | . | . | -0.4 | -3.8% | . | -112%
Cc1c(C(=O)Nc2c(C)n(C)n(-c3ccccc3)c2=O)oc2c(Cl)cccc12 | i | i | -6% | -2% | -5% | 1.9 | -0.6% | 2% | -22%
NCC(O)CN1CCN(Cc2ccccc2)CC1 (configuration not stated) | i | ? | -1% | -16% | 2% | -0.9 | -0.4% | 0% | 21%
N#CCc1ccc(NC(=O)c2cc(S(=O)(=O)N3CCOCC3)ccc2Cl)cc1 | i | i | -3% | -5% | ? | -2.8 | 0.1% | 2% | -29%
COc1cccc(-n2c(=O)c3cc(OC)c(OC)cc3n(CC(=O)Nc3ccc(F)cc3)c2=O)c1 | . | i | 0% | 0% | -7% | . | 0.6% | . | -38%
CCCC(=O)C1C(=O)CC(C)(C)C(c2cc(C)no2)C1=O (configuration not stated) | i | i | 9% | 6% | . | -0.2 | -0.4% | -1% | 13%
COc1ccc(Cl)c(-c2cc(C(=O)NCc3ccco3)[nH]n2)c1 | i | i | 18% | . | . | -0.3 | 11% | . | 14%
CCOC(=O)C1(CC)Oc2ccccc2C(c2ccc(OC)cc2)=C1C(=O)OC (configuration not stated) | i | i | ? | 9% | 9% | -1.9 | 6.3% | -1% | -87%
Cc1cccc(NC(=O)C(C)N2C(=O)c3ccccc3S2(=O)=O)n1 (configuration not stated) | i | i | -19% | 6% | 0% | -1.0 | 0.2% | 0% | -11%
O=C(N/N=C1\CCc2ccccc21)c1ccccc1O | i | i | -18% | 9% | ? | -0.3 | -1.4% | -2% | -71%
CCOC1=C2CN(S(=O)(=O)c3ccc(C)cc3)[C@H](c3ccccc3)C[C@@H]2N(S(=O)(=O)c2ccccc2)[C@H](c2ccccc2)C1 | i | i | -18% | . | . | 0.7 | -1.2% | . | -9%
COc1ccc(CN2CCNC(=O)C2CC(=O)N(C)Cc2nc(C)cs2)c(OC)c1 (configuration not stated) | i | i | -20% | 8% | 2% | 1.2 | -0.7% | 1% | -51%
